From PubChem BioAssay
ADAM17 inh = ADAM17 inhibitors, primary screen, biochemical, QFRET. Disintegrin and metalloproteinase domain-containing protein 17 (Homo sapiens), P78536. recombinant ADAM17, EDANS/DABCYL FRET peptide cleavage. inhibition, % at 6.95 µM. actives 0.83% (n = 370,000);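 active means inhibition above the mean of compounds lying between control limits plus 3 SD, set per campaign, cut at about 8.5% in these data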;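 further: 0% = DMSO-only wells as the low control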
Target sequence (P78536 215-824 limits assumed): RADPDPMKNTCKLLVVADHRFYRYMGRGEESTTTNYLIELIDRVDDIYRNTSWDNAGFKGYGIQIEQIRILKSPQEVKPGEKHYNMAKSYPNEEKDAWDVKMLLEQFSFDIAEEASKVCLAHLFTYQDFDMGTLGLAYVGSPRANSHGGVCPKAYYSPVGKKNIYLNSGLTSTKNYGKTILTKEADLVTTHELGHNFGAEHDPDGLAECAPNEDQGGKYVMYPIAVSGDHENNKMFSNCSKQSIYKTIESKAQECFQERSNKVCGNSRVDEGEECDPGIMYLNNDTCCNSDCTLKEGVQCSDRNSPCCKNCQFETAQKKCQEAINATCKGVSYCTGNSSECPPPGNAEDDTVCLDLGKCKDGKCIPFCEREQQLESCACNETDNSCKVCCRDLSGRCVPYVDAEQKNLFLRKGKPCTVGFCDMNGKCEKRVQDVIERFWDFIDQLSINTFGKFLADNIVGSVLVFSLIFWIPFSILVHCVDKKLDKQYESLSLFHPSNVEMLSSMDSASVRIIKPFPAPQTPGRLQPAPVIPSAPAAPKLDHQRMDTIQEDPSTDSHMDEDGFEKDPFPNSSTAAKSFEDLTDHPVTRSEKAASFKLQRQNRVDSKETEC
SMARCA2 activ = SMARCA2 (BRM) function activators, primary screen, cell-based, luminescence, high throughput. MG213 cells, MMTV-luciferase reporter, dexamethasone, overnight. activation, % at 9.1 µM. actives 1% (n = 370,000); in the data active means activation above about 7.8%;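 further: 0% = vehicle wells and 100% = reference activator wells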
ssDAF12 agonist = S. stercoralis DAF-12 nuclear receptor activators, primary screen, cell-based, luminescence, HEK293, GRIP1 co-expression, lit1-tk-luc; AID 652126, 2013; activation, % at 6.8 µM; actives 1% (n = 370,000); HEK293 ssDAF-12/GRIP1 lit1-tk-luc reporter; % of 3 µM dafachronic acid response; Nuclear hormone receptor DAF-12 (Strongyloides stercoralis);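 active means activation above the mean over all tested compounds plus 3 SD, cut at about 0.9% in these data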;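 further: 0% = DMSO-only wells and 100% = 3 µM delta7-dafachronic acid wells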
GC-A act = GC-A stimulated cGMP production enhancers – HEK293 GC-A cells, cGMP TR-FRET, EC30 ANP, primary screen; Atrial natriuretic peptide receptor 1 (Homo sapiens), P16066; 0% at EC30 ANP, 100% saturating ANP; activation, % at 10 µM; actives 0.14% (n = 370,000); AID 1671463, 2021; in the data active means activation above about 40%
DAX1 inh-1 = DAX1 (NR0B1) inhibitors on StAR promoter, primary screen, cell-based, luminescence, SF-1 (NR5A1), full-length DAX-1 | inhibition, % at 6.8 µM | actives 1.1% (n = 370,000) | HEK293T StAR-luciferase reporter, SF-1/DAX-1 repression relief | AID 652010, 2013;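 active means inhibition above the mean over all tested compounds plus 3 SD, cut at about 3.6% in these data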;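 further: 0% = DAX-1 cells with DMSO and 100% = cells lacking DAX-1 with DMSO; higher inhibition means more luminescence from relief of DAX-1 repression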
DAX1 inh-2 = DAX1 (NR0B1) inhibitors, primary screen, cell-based, HEK293, Gal4-DAX1, luciferase luminescence. AID 504766, 2011. actives 0.99% (n = 340,000). HEK293 Gal4-DAX1 luciferase reporter. inhibition, % at 6.75 µM;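 active means inhibition above the mean over all tested compounds plus 3 SD, cut at about 4.2% in these data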;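 further: 0% = DAX1-transfected cells with DMSO and 100% = empty-vector control cells with DMSO; inhibition shows as a rise in luminescence from relieved DAX1 repression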
Target sequence (P51843 207-470 limits assumed): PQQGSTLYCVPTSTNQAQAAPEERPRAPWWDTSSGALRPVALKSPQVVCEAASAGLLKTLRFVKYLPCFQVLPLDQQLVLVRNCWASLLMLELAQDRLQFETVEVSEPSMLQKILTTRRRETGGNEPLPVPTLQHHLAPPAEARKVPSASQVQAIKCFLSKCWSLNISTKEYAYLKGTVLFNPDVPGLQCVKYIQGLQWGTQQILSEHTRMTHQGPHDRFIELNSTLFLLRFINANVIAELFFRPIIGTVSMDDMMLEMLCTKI
PG9 binder = binders of HIV-1 gp120 antibody PG9, primary screen, biochemical, TR-FRET; inhibition, % at 6.7 µM; HIV-1 gp120 / PG9 antibody interaction; actives 0.43% (n = 360,000); TR-FRET gp120-PG9 antibody binding; in the data active means inhibition above about 8.5%
hgDAF-12 ag = H. glycines DAF-12 receptor agonists, primary screen, cell-based, luminescence, HEK293, GAL4 fusion, UAS-luciferase; AID 687014, 2013; actives 1.8% (n = 370,000); HEK293 GAL4-hgDAF12 UAS-luciferase reporter, agonist luminescence; normalized to butyrate control; activation, % at 6.8 µM;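 active means activation above a cutoff set at the mean of all screened compounds plus 3 SD, cut at about 10% in these data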;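 further: 0% = DMSO wells and 100% = sodium butyrate wells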
ADAM10 inh = human ADAM10 inhibitors, primary screen, biochemical, QFRET, HTS; recombinant ADAM10, EDANS/DABCYL FRET peptide cleavage, 3 h; inhibition, % at 7 µM; actives 0.62% (n = 370,000); AID 720582, 2013;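 active means inhibition above a per-campaign cutoff equal to the mean of compounds falling between control-based bounds plus 3 SD, cut at about 20% in these data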;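 further: 0% = DMSO wells while the 100% control is not disclosed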
FXN GAA850 act = FXN promoter activators, primary screen, cell-based, luciferase luminescence, HEK293 lucGAA850; HEK293 lucGAA850 FXN promoter luciferase reporter, 24 h; percent of 10 µM SAHA response; activation, % at 6 µM; actives 0.56% (n = 360,000);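 active means activation above the average of all compounds screened plus 3 SD, cutoff fixed separately per campaign, cut at about 7.5% in these data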;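 further: 0% = DMSO wells and 100% = 10 µM SAHA wells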
hcDAF-12 act = H. contortus DAF-12 nuclear receptor activators, primary screen, cell-based, luminescence, HEK293, lit1-tk-luc reporter. HEK293 hcDAF-12 lit1-tk-luc reporter; 0% DMSO, 100% Δ7-dafachronic acid. activation, % at 6.8 µM. actives 1.4% (n = 370,000);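 active means activation above the mean of all tested compounds plus 3 SD, cut at about 5.5% in these data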;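 further: 100% = response to 3 µM Δ7-dafachronic acid high control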
The depositor's hits bear a star; i = inactive; . = not tested or not shown. Random draw from the library; 6.8% or so of the library scored in one or more.

SMILES	ADAM17 inh	SMARCA2 activ	ssDAF12 agonist	GC-A act	DAX1 inh-1	DAX1 inh-2	PG9 binder	hgDAF-12 ag	ADAM10 inh	FXN GAA850 act	hcDAF-12 act
NC(N)=S	-3.5	-4.5	-1.6	0.8	-1.0	-0.5	-1.0	0.4	-1.4	-2.8	-1.5
NS(=O)(=O)c1cc(Cl)c(Cl)c(S(N)(=O)=O)c1	-3.5	-1.8	-1.4	-0.6	-0.8	0.3	-0.5	0.7	-2.9	-0.7	-2.9
O=C(CS(=O)(=O)Cc1ccccc1)N1CCN(Cc2ccc3c(c2)OCO3)CC1	4.4	-7.1	-1.1	-0.2	0.1	-1.1	1.1	-0.8	7.9	-0.2	1.0
COc1ccc(CNS(=O)(=O)c2cc3c(cc2Cl)NC(=O)CO3)cc1	-2.4	-1.2	-0.4	1.1	0.8	-0.1	-1.0	-3.6	-1.3	1.2	0.0
C[C@@H]1O[C@@H]1P(=O)(O)O	-1.4	-3.5	-1.1	1.7	0.3	-0.7	0.3	-0.4	2.6	1.4	0.1
CCCCCCSc1cc(-c2nc3ccc(C)cn3c2NCc2ccccc2)ccc1OC	-48.7	-5.6	-0.4	5.5	0.6	0.4	3.5	0.9	-165.3	1.1	0.7
CCOC(=O)C1CCCN(C(=S)Nc2cc(C)cc(C)c2)C1 (configuration not stated)	0.9	-1.2	-1.4	5.1	-0.1	-0.9	-1.1	-0.1	-4.9	-0.4	-0.4
Cc1ccc(C(=O)CCC(=O)OC(C)C(=O)NC2CCCCC2C)cc1 (configuration not stated)	-1.1	-2.1	-1.3	4.3	0.4	-0.5	1.3	-1.3	0.5	2.7	-0.1
Cn1cc(CN2C[C@H]3CC[C@H]2C3)c(-c2ccccc2F)n1	-2.5	0.0	-1.6	1.0	0.2	1.7	-1.0	-2.0	8.2	1.0	-1.2
O=C(O)c1cccc(Nc2ccnc(Nc3cccc(C(=O)O)c3)n2)c1	-1.0	8.0*	-1.1	5.7	0.9	-3.6	0.8	3.2	-0.1	2.2	2.4
COCCCn1c(=NC(C)=O)c(C#N)cc2c(=O)n3cccc(C)c3nc21	-251.0	-2.1	-0.9	9.0	-0.2	.	-0.4	-0.4	i	1.2	0.8
COc1cc2[nH]c(=O)n(CCC(=O)N3CCN(Cc4ccc5c(c4)OCO5)CC3)c(=O)c2cc1OC	-8.9	-2.1	-1.4	2.6	-0.6	-2.3	-0.6	-0.3	-18.2	-1.0	-1.3
C=CCSc1nc(O)c(CC)c(=O)n1C(C)CC (configuration not stated)	2.1	-2.6	-1.3	2.4	0.5	-0.8	0.6	0.9	-4.6	1.7	-0.3
Nn1c(-c2cccc(O)c2)nnc1-c1cccc(O)c1	-0.9	-3.2	0.4	-1.0	0.0	1.0	0.5	-2.1	-16.8	0.3	0.6
O=C(c1ccc(Cl)cc1)c1oc2ccccc2c1CS(=O)c1ccc(Cl)cc1 (configuration not stated)	-2.8	-3.0	-1.9	-3.8	-0.6	-0.4	-0.3	-1.5	-4.2	1.7	-1.2
O=c1onc(-c2ccc(Cl)cc2)n1Cc1ccc(F)cc1	2.6	1.2	-1.1	-6.6	-0.2	-0.9	1.6	-3.5	4.9	0.2	-2.0
CC(=O)Oc1ccc2c(c1)OC(c1ccccc1)CC21CC(C)(C)NC(=O)N1 (configuration not stated)	1.0	-1.1	-1.5	24.7	-0.5	-1.6	-2.8	-1.4	-1.7	-2.8	1.6
Cc1cccc(N(C)c2cc(C)nc3ncnn23)c1	0.1	-1.0	-0.9	0.9	-1.0	1.5	-0.5	0.9	-12.8	-1.3	-0.2
O=C(/C=C/c1cccc([N+](=O)[O-])c1)N1CCN(Cc2ccc3c(c2)OCO3)CC1	-4.2	-1.4	-1.5	1.1	-0.1	0.8	-0.4	-2.8	0.4	-0.9	-1.1
O=C(COc1ccc(Cl)cc1Br)N1CCN(c2ccccc2)CC1	-0.9	-0.9	-1.5	-12.8	-0.2	0.5	-0.2	-1.3	-2.6	0.1	-0.5
O=C(CSc1nnc(SCc2ccc(F)cc2)s1)Nc1ccc(C(=O)O)cc1	-3.6	1.8	-1.1	3.2	0.4	-0.6	-1.4	3.0	1.6	2.1	-1.2
CC(NS(=O)(=O)c1ccc2[nH]c(=O)c(=O)[nH]c2c1)C(=O)O (configuration not stated)	-23.6	-2.8	-1.7	2.3	0.4	0.4	-1.2	0.2	-47.2	1.2	-1.8
CC1CN=C(N(C(=S)Nc2ccccc2)c2cccc(C(F)(F)F)c2)S1 (configuration not stated)	2.2	-1.2	-1.4	1.1	-0.4	.	0.9	-0.2	4.7	3.8	1.8
Cc1ccc(C(=O)NNC2CC(=O)N(c3ccc4c(c3)OCCO4)C2=O)cc1 (configuration not stated)	-2.5	1.0	-0.5	0.3	0.5	-0.2	-1.8	2.8	-10.1	1.3	0.7
CC[C@]12c3[nH]c4cc(CCC(=O)N(C)C)ccc4c3CCN1C(=O)[C@@H](CC(=O)NCCc1ccccn1)C[C@@H]2C(=O)N1CCN(C(=O)C2CC2)CC1	-5.2	-3.5	-0.2	3.3	0.8	0.2	1.9	0.1	-18.2	-2.2	0.1
O=C(c1ccccc1-c1nc(-c2ccccc2)no1)N1CCCC1	-2.4	6.8	0.4	1.4	1.3	0.4	0.0	5.5	5.1	3.4	1.8
COP(=O)(OC)OC(C(=O)c1ccccc1)c1ccccc1 (configuration not stated)	-1.3	-2.9	0.8	1.4	-0.6	.	-2.0	-0.4	-2.9	.	1.2
CCn1cc(C(=O)N2CCCC(N3CCN(c4ccccc4C)CC3)C2)cn1 (configuration not stated)	0.9	12.4*	-1.0	1.5	0.1	-0.5	-3.8	0.6	5.1	0.7	-0.6
Cc1cc2oc(=O)cc(CN3CCCC3)c2cc1C	-11.2	1.9	-1.3	-0.3	0.0	.	-0.6	0.9	-53.0	.	-0.2
CCOc1ccc(NC(=O)CC2SC(N)=NC2=O)c([N+](=O)[O-])c1 (configuration not stated)	-5.2	-2.5	-1.9	1.5	-0.3	0.7	0.5	1.4	-1.5	1.6	-1.5
O=C(Nc1ccccc1)c1ccc(S(=O)(=O)N2CCCC2)cc1	-5.3	-1.8	-1.3	0.7	0.2	0.8	0.4	-0.6	4.2	3.2	-1.9
O=C1CC(c2ccccc2)CN1C(=O)c1cccnc1 (configuration not stated)	-2.1	0.1	-1.5	5.0	0.3	-0.8	0.3	0.1	5.8	-1.6	-0.1
C[C@H](NC(=O)c1[nH]cnc1C(=O)Nc1ccon1)c1ccccc1	2.7	0.8	-1.0	-2.8	0.3	-1.1	0.1	-0.3	4.1	2.5	-0.6
COc1cc(S(=O)(=O)Nc2ccccn2)ccc1F	-10.4	-1.2	-1.2	-2.2	-0.8	0.4	-0.5	0.3	-24.9	0.9	-1.0
CCN(CC)c1c(-c2ccccc2)c2cc(C)ccc2[nH]c1=O	-1.7	2.2	-0.1	-11.7	-0.1	0.0	-1.0	2.5	-8.0	-1.1	-1.7
CC1(C(=O)O)CCN1C(=O)c1cccc(C(F)(F)F)c1 (configuration not stated)	-4.0	-0.8	-1.3	5.6	-0.7	.	0.6	-5.5	-7.5	-2.1	-1.1
CN=C(Nc1ccc(C)c(C)c1)SC1CC(=O)N(c2ccc(OC)cc2)C1=O (configuration not stated)	3.3	-2.0	-1.6	4.9	0.0	0.9	-0.5	-1.4	11.2	-0.9	-0.5
Cc1ccc(S(=O)(=O)CCC(=O)OCC(=O)N2c3ccccc3NC(=O)C2(C)C)cc1	-4.8	-1.0	-1.3	3.0	0.4	1.9	-1.8	2.7	-4.0	1.2	-1.3
O=C1CC(c2ccccc2)Oc2ccccc21 (configuration not stated)	-12.6	1.6	-1.6	0.9	2.0	-0.9	-2.3	4.2	-37.2	2.1	0.0
C=CCn1c(Cc2cccs2)nnc1SCC(=O)c1ccc2ccccc2c1	-4.8	-1.8	-1.2	-18.2	-1.7	-1.3	-1.7	-1.9	-5.5	0.5	-1.7
Cc1nnc(NC(=O)c2cc(S(=O)(=O)N(C)C)ccc2N2CCCC2)s1	-2.2	9.1*	-1.5	11.4	-1.2	0.6	-1.5	-1.4	-10.5	0.2	0.7
COc1cccc(CNC(=O)C2CCN(S(=O)(=O)N3CC(C)CC(C)C3)CC2)c1 (configuration not stated)	-2.0	2.4	-1.6	-5.6	0.0	0.6	-1.7	-1.7	7.9	1.4	-0.6
COc1cc(C(=S)N2CCOCC2)cc(OC)c1OS(=O)(=O)c1ccc(C)cc1	1.3	-2.8	0.3	-0.8	0.3	1.1	0.2	1.2	13.9	1.7	-1.6
CCN(CC)S(=O)(=O)c1ccc(N2CCCCC2)c(NC(=O)C2CCN(C(=O)c3ccc(F)cc3)CC2)c1	-5.5	-1.1	-0.9	-6.5	-0.7	0.4	0.7	0.9	2.1	3.8	-0.3
Cc1ccc(C)c(NC(=O)C2CC=CCC2C(=O)O)c1 (configuration not stated)	1.4	-0.2	-0.6	4.8	0.7	0.9	-2.2	1.8	4.3	3.3	-0.7
CCN1CCN(C(=S)c2ccc([N+](=O)[O-])cc2)CC1	-2.6	-2.1	0.2	-1.2	0.5	-0.4	-1.2	1.4	5.2	-0.2	-0.1
CC1(C)CC(NC(=O)CCc2nnc(CCCCc3ccccc3)o2)CCO1 (configuration not stated)	-0.3	0.5	-1.6	0.7	0.2	0.9	-1.6	-1.7	5.1	0.7	0.1
C=CCN(C1CCCCC1)S(=O)(=O)c1ccc2c(c1)oc(=O)n2C	-0.8	-1.0	-0.6	1.0	1.3	0.8	-0.8	-2.9	-6.8	-0.7	-1.6
CC(C)=CCSc1nnc([C@@H](NC(=O)OC(C)(C)C)C(C)C)o1	3.5	-2.8	-0.8	-2.2	-0.5	0.0	-0.6	-1.1	2.0	-3.1	1.1
CCN(C(=O)CSc1cc(C)c2ccc(OC)cc2n1)C1CCS(=O)(=O)C1 (configuration not stated)	-8.8	3.0	-0.9	-2.2	-0.3	-1.6	-1.8	0.1	-14.6	-0.4	1.6
C=CCNS(=O)(=O)c1cccc2cc(C(=O)O)c(O)cc12	-39.0	-1.5	-0.9	5.0	0.8	1.3	1.7	1.8	-158.6	-1.5	0.3
FC(F)(F)c1ccccc1/C=N/Nc1ccccn1	0.7	-2.5	-0.6	-7.1	-0.8	-0.7	1.4	3.0	0.3	0.9	5.1
